# Screening data (PubChem BioAssay)
# DENV2 CPE – DENV2-induced cell death inhibition. DENV2-infected cells, cytopathic effect rescue, plate reader. CPE inhibition, % at 9.99 µM. 350,000 compounds, 1.7% hits. AID 651640; in the data active = CPE inhibition above about 20%, passing the limit was not always enough; inconclusive = no clear call, values can overlap the other calls; tested in BHK-21 cells;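 also: 0% = median of neutral control wells and 100% = median of positive control wells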
# Statin myotox sup – suppression of simvastatin myotoxicity. C2C12 myotubes + simvastatin, ATP luminescence, 48 h; scaled: DMSO 0, geranylgeraniol control 100. rescue of ATP level, % at 7.49 µM. 330,000 compounds, 0.78% hits. AID 602340;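 active = mean ATP rescue above about 67%, or every replicate alone reaching that limit, limit read from the data, passing the limit was not always enough; inconclusive = no clear call, values can overlap the other calls; inactive = mean under the limit and some replicate under it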;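 also: myotubes were challenged with 10 µM simvastatin during compound exposure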
# S100A4 inh HTS – inhibitors of human S100A4 binding to myosin IIA peptide. P26447. S100A4/TAMRA-MyoIIA peptide fluorescence polarization. inhibition, % at 10.7 µM. 360,000 compounds, 0.14% hits;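 active = mean inhibition of at least 70% across replicates, with every replicate also reaching that level; inconclusive = mean inhibition reaches 70% but some replicates fall short; inactive = mean inhibition below 70%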
# Target sequence (P26447 whole entry, looked up): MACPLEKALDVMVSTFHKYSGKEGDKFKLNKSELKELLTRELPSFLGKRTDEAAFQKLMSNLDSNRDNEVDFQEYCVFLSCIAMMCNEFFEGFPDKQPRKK
#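 Material: human S100A4 monomer with TAMRA-labelled myosin IIA peptide; buffer or medium: HEPES pH 7.2 with CaCl2, KCl, NaCl, DTT, Triton; compound dosing: one concentration per compound; schedule: 5 min incubation before reading; benchmarks: neutral control DMSO, positive control TFP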
# E-selectin induc – E-selectin induction on HUVECs. P16581. HUVEC E-selectin immunofluorescence imaging; normalized: neutral wells 0, TNF-alpha wells 100. activation, % at 7.58 µM. 260,000 compounds, 0.37% hits;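 active = mean E-selectin-positive cell signal at least 10% of the positive control, reached in at least 60% of replicates, without over 20% cell loss; inconclusive = no rule given, readout overlaps actives, possibly toxicity-flagged; inactive = the rest, including those meeting only one limit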;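 also: in these data hits start at about 27%; measured in HUVEC primary endothelial cells; signal is the percent of cells scored E-selectin positive by PE staining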
# Target sequence (P16581 whole entry, looked up): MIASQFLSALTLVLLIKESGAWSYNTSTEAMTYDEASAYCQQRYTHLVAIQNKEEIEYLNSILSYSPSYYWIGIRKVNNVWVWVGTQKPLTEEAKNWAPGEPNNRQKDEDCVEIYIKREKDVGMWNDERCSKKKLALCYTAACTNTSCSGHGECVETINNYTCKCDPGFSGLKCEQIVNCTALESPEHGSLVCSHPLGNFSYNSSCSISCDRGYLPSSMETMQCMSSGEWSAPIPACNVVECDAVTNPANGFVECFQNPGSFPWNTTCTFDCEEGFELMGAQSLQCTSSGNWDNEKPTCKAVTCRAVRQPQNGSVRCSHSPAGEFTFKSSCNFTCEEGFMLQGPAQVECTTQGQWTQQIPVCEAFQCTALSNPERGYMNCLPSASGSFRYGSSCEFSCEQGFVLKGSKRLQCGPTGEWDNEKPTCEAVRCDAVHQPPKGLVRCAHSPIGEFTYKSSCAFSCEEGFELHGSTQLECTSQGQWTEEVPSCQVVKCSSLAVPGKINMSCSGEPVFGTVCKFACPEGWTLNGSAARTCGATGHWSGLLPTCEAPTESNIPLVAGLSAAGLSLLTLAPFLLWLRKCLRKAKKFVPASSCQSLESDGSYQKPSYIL
#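 Test system: HUVEC; input: 3,000 HUVEC/well; measured by: immunofluorescence imaging; read-out: % PE-positive cells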
# PglD DTNB – PglD (C. jejuni) enzyme inhibition; purified PglD enzyme, DTNB colorimetric CoA detection; inhibition, % at 12.5 µM; 360,000 compounds, 0.098% hits; AID 602405; in the data active = inhibition above about 16%, passing the limit was not always enough; inconclusive = no clear call, values can overlap the other calls; also: strong numbers were not always called active
# ERp5 inh – inhibitors of human ERp5. 350,000 compounds, 0.05% hits. AID 651711. ERp5 insulin aggregation, absorbance 650 nm, 90 min. inhibition, % at 9.99 µM;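 active = mean replicate inhibition above about 25%, with every replicate also reaching it, limit read from the data, passing the limit was not always enough; inconclusive = only one of those two criteria met; inactive = neither criterion met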
# SIRT5 block – blocks human SIRT5 desuccinylation of peptide; inhibition, % at 15 µM; 330,000 compounds, 1.1% hits; Purified SirT5, succinyl-peptide AMC, trypsin-coupled fluorescence; in the data active = inhibition above about 15%; inconclusive = no clear call, values can overlap the other calls
# Active calls of the source: *; ? = inconclusive; . = not tested or not shown. Some of the compounds tested; the hit share may differ from the screen's.
1: CNC[C@H]1OCCCC[C@H](C)Oc2ccc(NC(=O)Nc3c(C)noc3C)cc2C(=O)N([C@H](C)CO)C[C@@H]1C
2: CO[C@H]1CN(C)C(=O)c2cc(NC(=O)c3cccc(F)c3)ccc2OC[C@H](C)NC[C@@H]1C
3: CCOC(=O)C1=C(c2ccccc2)NC(=O)NC1c1ccc(OC)cc1 (stereo not drawn)
4: Cc1ccc(-n2c(C)nc3ncnc(-c4ccccc4)c32)cc1
5: COc1cc(CN2CCC(n3nccc3NC(=O)C3CC3)CC2)cc(OC)c1
6: C[C@H]1CN([C@@H](C)CO)C(=O)Cc2cc(NC(=O)C3CC3)ccc2O[C@@H]1CN(C)C(=O)Nc1ccccc1
7: O=C(NCc1ccc(Cl)cc1)C(=O)c1c[nH]c2ccccc12
8: COc1ccc(CN2C[C@H](O)COC[C@@H]3O[C@@H](CC(=O)NCCN4CCCC4)CC[C@H]32)cc1
screen / no. | 1 | 2 | 3 | 4 | 5 | 6 | 7 | 8
DENV2 CPE | -2 | -3 | -1 | -3 | ? | ? | -5 | -4
Statin myotox sup | -4 | 17 | . | . | 6 | -4 | 2 | -11
S100A4 inh HTS | 5 | -2 | -3 | -1 | -1 | -12 | 7 | .
E-selectin induc | 0.0 | 0.2 | 2.0 | -0.1 | 0.1 | -0.4 | . | -0.1
PglD DTNB | 1 | -1 | . | . | 5 | 6 | 1 | -4
ERp5 inh | 0 | -1 | -1 | 2 | 8 | 2 | 2 | .
SIRT5 block | -2 | -6 | 6 | -4 | 0 | -5 | -12 | .

9: O=C(C[C@H]1C[C@H]2c3cc(NC(=O)Nc4ccccc4)ccc3O[C@H]2[C@H](CO)O1)NCc1ccccc1
10: CNC[C@H]1Oc2cc(-c3cccc(F)c3)ccc2S(=O)(=O)N([C@H](C)CO)C[C@@H]1C
11: NS(=O)(=O)c1ccc(CCNC(=O)CN2CCN(Cc3cccc4ccccc34)CC2)cc1
12: C[C@@H]1CN([C@H](C)CO)S(=O)(=O)c2ccc(-c3cncnc3)cc2O[C@@H]1CN(C)C(=O)CC1CC1
13: C[C@@H]1CN([C@H](C)CO)C(=O)c2cc(NC(=O)Nc3ccccc3)ccc2O[C@@H](C)CCCCO[C@@H]1CN(C)C(=O)Cc1ccccc1
14: CCc1csc(CCNC(=O)C2CCC(=O)N(CCOC)C2)n1 (stereo not drawn)
15: CC1(C)CC(=O)C=C(c2ccc(I)cc2)C1
16: CC=Cc1ccc2n(c1=O)C[C@@H]1[C@@H](CO)[C@H](C(=O)N(C)C)[C@H]2N1CC1CCCC1 (mixture of isomers)
screen / no. | 9 | 10 | 11 | 12 | 13 | 14 | 15 | 16
DENV2 CPE | 3 | -5 | 5 | -8 | -11 | -1 | . | 1
Statin myotox sup | -5 | . | 1 | -3 | . | -2 | -7 | .
S100A4 inh HTS | 27 | -26 | -4 | -8 | 3 | 28 | -5 | 0
E-selectin induc | 0.3 | 0.5 | 0.0 | 1.1 | . | . | 0.1 | -0.4
PglD DTNB | -3 | -1 | 6 | -1 | 0 | 5 | 0 | .
ERp5 inh | -3 | -3 | -3 | 4 | -3 | -2 | -4 | 0
SIRT5 block | -2 | 0 | -7 | -2 | 12 | -1 | 2 | 6

# An excerpt from above in order of length of the SMILES, smallest number first:
10: CNC[C@H]1Oc2cc(-c3cccc(F)c3)ccc2S(=O)(=O)N([C@H](C)CO)C[C@@H]1C
16: CC=Cc1ccc2n(c1=O)C[C@@H]1[C@@H](CO)[C@H](C(=O)N(C)C)[C@H]2N1CC1CCCC1 (mixture of isomers)
9: O=C(C[C@H]1C[C@H]2c3cc(NC(=O)Nc4ccccc4)ccc3O[C@H]2[C@H](CO)O1)NCc1ccccc1
screen / no. | 10 | 16 | 9
DENV2 CPE | -5 | 1 | 3
Statin myotox sup | . | . | -5
S100A4 inh HTS | -26 | 0 | 27
E-selectin induc | 0.5 | -0.4 | 0.3
PglD DTNB | -1 | . | -3
ERp5 inh | -3 | 0 | -3
SIRT5 block | 0 | 6 | -2

# Further compounds follow.
# Below each SMILES – DENV2 CPE	Statin myotox sup	S100A4 inh HTS	E-selectin induc	PglD DTNB	ERp5 inh	SIRT5 block
(17) Cc1ccc(-n2nc3c(=O)n(CCCC(=O)NC4CCC(C)CC4)nc(C)c3c2C)cc1 (stereo not drawn)
 : -1	3	0	-0.1	-3	.	-4
(18) Cc1ccc(NC(=O)C2CCN(C(=O)[C@@H]3Cc4ccccc4CN3)CC2)cc1
 : 2	0	0	.	4	1	-2
(19) O=C(c1cccc(F)c1)N1CCCCN2[C@H](C1)[C@@H](c1ccc(C#CC3(O)CCCC3)cc1)[C@@H]2CO
 : -7	-9	-2	-0.2	-1	-7	0
(20) COc1ccccc1N/N=C/c1ccc2c(c1)OCO2
 : -6	0	-5	.	-10	-1	-2
(21) COc1cccc(-c2ccc3c(c2)O[C@H](CN(C)Cc2cncnc2)[C@H](C)CN([C@H](C)CO)S3(=O)=O)c1
 : 13	-5	-2	0.1	0	4	-2
(22) CN(C)CCn1c2c(c(SCC(=O)NCc3ccccc3)nc1=O)CCC2
 : -10	21	-3	-0.1	-2	0	-7
(23) COc1cccc(NC(=O)Nc2ccc(F)cc2)c1
 : -4	-5	0	0.0	0	-1	.
(24) O=C1CCN(Cc2ccc([N+](=O)[O-])cc2)CCN1[C@H](CO)c1ccccc1
 : 15	7	-1	0.2	-2	-7	.
(25) Cc1cc(SCC(=O)c2cccs2)n2nc(C)c(-c3ccccc3)c2n1
 : -9	.	-2	.	.	4	5
(26) O=C(NCc1nnc(SCC(=O)N2CCOCC2)o1)c1ccccc1F
 : -3	3	-10	.	.	3	-1
(27) Cc1ccc(NC(=O)CCSc2nnc(Cc3ccccc3)o2)cc1
 : -9	.	6	.	2	4	-5
(28) COc1ccc(CC(=O)Nc2ccc(OC(C)=O)cc2C(=O)O)cc1
 : -8	.	-6	1.9	.	-2	1
(29) C[C@H](CO)N1C[C@H](C)[C@@H](CN(C)S(=O)(=O)c2ccccc2)Oc2ncc(/C=C/c3ccccc3)cc2C1=O
 : 6	0	4	0.2	-3	-6	-3
(30) O=C(C[C@@H]1CC[C@@H](NC(=O)c2ccc3c(c2)OCO3)[C@H](CO)O1)NCc1ccc(Cl)cc1
 : -1	7	13	0.7	-3	1	-2
(31) CN(C)C(=O)c1cccc(-c2ccc3c(c2)[C@@H]2[C@@H](CCN2C(=O)c2ccc(F)cc2)[C@H](CO)N3C)c1
 : 5	24	.	0.0	1	.	.
(32) Cc1ccc(C(=O)NCC(=O)OCC(=O)c2cc(C)n(Cc3ccco3)c2C)cc1
 : -5	.	-1	-0.9	-11	2	0

# Whole records, quoted from the list.
# Record of CCc1csc(CCNC(=O)C2CCC(=O)N(CCOC)C2)n1 (stereo not drawn) → DENV2 CPE: -1; Statin myotox sup: -2; S100A4 inh HTS: 28; E-selectin induc: .; PglD DTNB: 5; ERp5 inh: -2; SIRT5 block: -1
# Record of Cc1ccc(C(=O)NCC(=O)OCC(=O)c2cc(C)n(Cc3ccco3)c2C)cc1 → DENV2 CPE: -5; Statin myotox sup: .; S100A4 inh HTS: -1; E-selectin induc: -0.9; PglD DTNB: -11; ERp5 inh: 2; SIRT5 block: 0
